# MEKK3 PB1 HTS = raises or lowers MEK5 binding to the human MEKK3 PB1 domain; Q99759; bead-based flow cytometry, Alexa488-MEK5 binding to MEKK3; actives lie on both sides; 0 = blocked by unlabeled MEK5, 100 = vehicle; binding response (% of control), % at 10 µM; 290,000 compounds, 1.4% hits;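 active means binding response more than 3 SD above or below the average of its plate-row segment, actives on both sides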;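 further: Alexa488 bead fluorescence after subtracting the streptavidin-only scavenger bead signal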
# GalR3 antagonist = human GalR3 antagonism; O60755; HEK293 GalR3-CNG cAMP membrane potential fluorescence; galR3 body fused to GalR1 C-terminus; inhibition, % at 3 µM; 360,000 compounds, 0.44% hits; AID 651719;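 active means inhibition above the screen-wide average plus 3 SD, cut at about 13% in these data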;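 further: forskolin and galanin both at EC90 stimulate the cells; cAMP rise reported by CNG channel membrane potential dye signal; 0% = forskolin plus galanin with DMSO and 100% = forskolin alone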
# Target sequence (O60755 1-299 limits assumed): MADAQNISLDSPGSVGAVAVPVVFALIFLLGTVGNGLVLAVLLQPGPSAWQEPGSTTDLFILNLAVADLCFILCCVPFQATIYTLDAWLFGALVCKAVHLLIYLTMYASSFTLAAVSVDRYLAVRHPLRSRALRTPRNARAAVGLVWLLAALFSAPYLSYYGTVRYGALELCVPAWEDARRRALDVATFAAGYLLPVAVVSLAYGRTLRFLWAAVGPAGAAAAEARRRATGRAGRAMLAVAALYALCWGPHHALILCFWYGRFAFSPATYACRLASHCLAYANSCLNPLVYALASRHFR
# pCIP destab = lowers stability of the mouse p/CIP coactivator protein. Q05BA5. 290,000 compounds, 0.01% hits. decrease of EGFP signal, % at 10 µM. F442A p/CIP-EGFP cells, EGFP fluorescence, 16 h;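 active means EGFP signal decrease of at least 30% at 10 µM or well 3 SD below plate mean, unless failing retest; inactive means the rest, including hits failing retest or dose response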; further: some compounds called inactive have numbers as strong as hits; many of its hits are not listed in these tables
# M4 PAM = CHRM4 positive allosteric modulation; P08173; CHO-K1 hM4/Gqi5, Fluo-8 calcium fluorescence, ACh EC20; 0% = ACh EC20, 100% = maximal ACh; activation, % at 3 µM; 360,000 compounds, 0.4% hits; AID 624126;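 active means activation above its plate's cutoff, the mean activation of sample wells plus 3 SD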; further: some results filed as inactive read as strong as hits
# Target sequence (P08173 whole entry, looked up): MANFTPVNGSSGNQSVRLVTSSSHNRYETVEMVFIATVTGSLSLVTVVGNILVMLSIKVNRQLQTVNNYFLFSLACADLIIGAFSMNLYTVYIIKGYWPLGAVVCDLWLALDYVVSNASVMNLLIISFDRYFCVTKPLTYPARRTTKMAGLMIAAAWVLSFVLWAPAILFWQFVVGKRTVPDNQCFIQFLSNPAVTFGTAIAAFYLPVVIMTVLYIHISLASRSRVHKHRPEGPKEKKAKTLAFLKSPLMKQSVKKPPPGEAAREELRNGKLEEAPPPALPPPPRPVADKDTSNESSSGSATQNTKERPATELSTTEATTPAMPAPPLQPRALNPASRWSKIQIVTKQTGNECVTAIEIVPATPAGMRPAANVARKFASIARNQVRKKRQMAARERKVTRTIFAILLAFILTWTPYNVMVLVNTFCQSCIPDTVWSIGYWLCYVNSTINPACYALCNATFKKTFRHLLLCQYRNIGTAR
# PHOSPHO1 inh = blocks human PHOSPHO1 phosphatase activity | Q8TCT1 | recombinant PHOSPHO1, absorbance phosphatase assay | inhibition, % at 13.3 µM | 290,000 compounds, 1.1% hits | AID 1565; in the data active means inhibition above about 60%
# Target sequence (Q8TCT1 whole entry, looked up): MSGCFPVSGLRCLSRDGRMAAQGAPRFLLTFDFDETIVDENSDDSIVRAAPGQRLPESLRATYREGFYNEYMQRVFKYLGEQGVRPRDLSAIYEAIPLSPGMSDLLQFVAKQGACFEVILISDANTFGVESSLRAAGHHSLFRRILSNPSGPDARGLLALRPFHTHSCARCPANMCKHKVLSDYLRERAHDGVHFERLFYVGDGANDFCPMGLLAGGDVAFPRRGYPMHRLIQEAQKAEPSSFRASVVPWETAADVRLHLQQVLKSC
# IDE inh = cellular human IDE inhibition. AID 434962. P14735. inhibition, % at 5.59 µM. HEK cells, FAbetaB cleavage, fluorescence polarization. 320,000 compounds, 0.41% hits;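 active means percent inhibition above the average of all tested compounds plus 3 SD, set per screening campaign, cut at about 16% in these data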;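 further: IDE supplied by intact live HEK cells; FP after avidin binding of uncleaved biotin substrate so inhibition keeps polarization high; 0% = DMSO wells and 100% = 60 µM reference IDE inhibitor Ii1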
# CRFBP-R2 agonist = CRF-BP/CRF-R2 complex agonism | HEK293 CRF-R2/CRF-BP, calcium dye fluorescence (FLIPR); percent of saturating CRF peptide response | activation, % at 13.2 µM | 350,000 compounds, 0.46% hits | AID 588473;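 active means activation of at least 50%, plus an integration ratio under a set limit after plate pattern correction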;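 further: plate controls were neutral control wells without compound for no effect and CRF at EC100 for full effect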
# IDE act = boosts human insulin-degrading enzyme activity in HEK cells | activation, % at 5.96 µM | FAbeta-B cleavage, fluorescence polarization; 0% vehicle, 100% cell-free pure enzyme wells | 340,000 compounds, 0.073% hits;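 active means activation above the mean of all tested compounds plus 3 SD, set per screening campaign, cut at about 17% in these data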
# CRFR2-BP antag = blocks CRF-induced signaling of the CRF-BP/CRF-R2 complex. HEK293 CRF-R2/CRF-BP, CRF-induced calcium fluorescence. inhibition, % at 11.8 µM. 350,000 compounds, 0.59% hits. AID 588475;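 active means inhibition of the ligand-induced calcium signal above about 50% at the single tested concentration, limit read from the data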
# An asterisk follows results filed as active; . = not tested or not shown. Rows were taken by chance; any-hit rate near 4.2%.
MEKK3 PB1 HTS	GalR3 antagonist	pCIP destab	M4 PAM	PHOSPHO1 inh	IDE inh	CRFBP-R2 agonist	IDE act	CRFR2-BP antag	Molecule
93	-3	0	5	31	5	1.6	2	-1	CCCCC1=CC2=CC(=O)C(C)(OC(=O)CC)C(=O)C2=CN1Cc1ccc(OC)cc1 (centres undefined)
110	0	-1	1	-4	4	2.0	-3	-44	C=CCNCCCOc1ccc(C(C)(C)c2ccccc2)cc1
104	3	-5	-3	46	5	-0.5	2	5	COc1ccc(N=C2SC(C(N)=O)CC(=O)N2CCc2ccc(OC)c(OC)c2)cc1 (centres undefined)
101	-3	-6	5	31	-3	-0.8	5	15	Cc1cc(C)cc(C(=O)NC(CC(N)=O)c2ccc(N3CCC(N4CCCCC4)CC3)c([N+](=O)[O-])c2)c1 (centres undefined)
86	-4	-2	-8	-7	7	-0.4	-1	-3	Cc1nn(CC(=O)NCCc2ccc(Cl)cc2)c(C)c1[N+](=O)[O-]
.	-6	.	-1	.	-5	0.1	-1	5	C/C(=N\NC(=O)c1cc(C)nc2ccccc12)c1ccccn1
98	-6	-3	5	-3	2	0.6	8	-31	COC(=O)C1=C(C)OC(N)=C(C#N)C1c1c(C)nn(-c2ccccc2)c1Cl (centres undefined)
105	-10	-3	4	-20	-1	3.4	0	-12	N#Cc1ccc(NC(=O)CN2CCN(c3ccccn3)CC2)cc1
103	-12	-4	9	7	-2	0.7	-4	2	CN(C)c1ccc(NC(=O)CC(NCc2ccccn2)C(=O)O)cc1 (centres undefined)
107	2	-2	13	-13	-1	3.8	4	18	Cc1nc2ccccc2n1CC(=O)N/N=C\c1ccccn1
99	-2	-7	-2	-39	5	-4.4	-5	12	O=C(c1cccc2ccccc12)N1CCN(c2ccc([N+](=O)[O-])c(N3CCOCC3)c2)CC1
99	-3	-1	-1	2	3	2.8	2	-14	CCCC(=O)Nc1sc2c(c1C(=O)OC)C(C(=O)OC)CC2 (centres undefined)
100	-1	-3	1	-33	-1	0.4	4	-1	O=C(NCCCN1CCOCC1)c1c(F)c(F)c(F)c(F)c1F
109	0	-1	0	24	-1	-1.3	-1	6	COC(=O)c1ccc(S(=O)(=O)NCc2ccco2)o1
103	-1	-12	-8	-12	2	-0.7	2	-10	CC(C)(C)N1C(=O)c2ccc(C(=O)Nc3nccs3)cc2C1=O
103	-1	-8	-7	-50	1	0.8	-3	18	CCC(=O)Nc1cc(OC)cc(OC)c1
98	-9	6	2	55	1	0.0	1	10	O=C(O)C1CCCN1C(=O)C12CC3CC(CC(C3)C1)C2 (centres undefined)
67	1	-9	7	28	4	3.5	0	-4	CN(C)c1ncccc1-c1nc2ccccc2s1
104	0	-2	8	3	-1	-1.6	4	3	Cc1nnc(SCC(=O)NCCOc2ccc(Cl)cc2)n1-c1ccccc1
.	-6	.	-9	.	3	0.6	-3	-12	COc1ccc(CCNC(=O)c2cccc(S(=O)(=O)N3CCc4ccccc4C3)c2)cc1

# An excerpt of the results above:
MEKK3 PB1 HTS	GalR3 antagonist	pCIP destab	M4 PAM	PHOSPHO1 inh	IDE inh	CRFBP-R2 agonist	IDE act	CRFR2-BP antag	Molecule
98	-6	-3	5	-3	2	0.6	8	-31	COC(=O)C1=C(C)OC(N)=C(C#N)C1c1c(C)nn(-c2ccccc2)c1Cl (centres undefined)
105	-10	-3	4	-20	-1	3.4	0	-12	N#Cc1ccc(NC(=O)CN2CCN(c3ccccn3)CC2)cc1
103	-12	-4	9	7	-2	0.7	-4	2	CN(C)c1ccc(NC(=O)CC(NCc2ccccn2)C(=O)O)cc1 (centres undefined)
107	2	-2	13	-13	-1	3.8	4	18	Cc1nc2ccccc2n1CC(=O)N/N=C\c1ccccn1
99	-2	-7	-2	-39	5	-4.4	-5	12	O=C(c1cccc2ccccc12)N1CCN(c2ccc([N+](=O)[O-])c(N3CCOCC3)c2)CC1
99	-3	-1	-1	2	3	2.8	2	-14	CCCC(=O)Nc1sc2c(c1C(=O)OC)C(C(=O)OC)CC2 (centres undefined)
100	-1	-3	1	-33	-1	0.4	4	-1	O=C(NCCCN1CCOCC1)c1c(F)c(F)c(F)c(F)c1F
109	0	-1	0	24	-1	-1.3	-1	6	COC(=O)c1ccc(S(=O)(=O)NCc2ccco2)o1
103	-1	-12	-8	-12	2	-0.7	2	-10	CC(C)(C)N1C(=O)c2ccc(C(=O)Nc3nccs3)cc2C1=O
103	-1	-8	-7	-50	1	0.8	-3	18	CCC(=O)Nc1cc(OC)cc(OC)c1
98	-9	6	2	55	1	0.0	1	10	O=C(O)C1CCCN1C(=O)C12CC3CC(CC(C3)C1)C2 (centres undefined)
67	1	-9	7	28	4	3.5	0	-4	CN(C)c1ncccc1-c1nc2ccccc2s1
104	0	-2	8	3	-1	-1.6	4	3	Cc1nnc(SCC(=O)NCCOc2ccc(Cl)cc2)n1-c1ccccc1
.	-6	.	-9	.	3	0.6	-3	-12	COc1ccc(CCNC(=O)c2cccc(S(=O)(=O)N3CCc4ccccc4C3)c2)cc1

# Remaining list, next part.
MEKK3 PB1 HTS	GalR3 antagonist	pCIP destab	M4 PAM	PHOSPHO1 inh	IDE inh	CRFBP-R2 agonist	IDE act	CRFR2-BP antag	Molecule
.	-5	.	3	.	2	-1.1	4	6	O=C(COc1ccc(Cl)cc1)Nc1ccc(CN2CCOCC2)cc1
99	-4	-7	-2	-5	4	0.1	3	1	CCOP(=O)(OCC)c1nc(-c2cccc3ccccc23)oc1NCc1ccc(OC)cc1
.	2	.	8	.	1	-0.2	4	0	CC(=O)Nc1ccc(C(=O)NNC(=O)c2ccccc2-n2cccc2)cc1
104	3	-13	-1	37	-3	-5.4	.	19	O=C(CCC(=O)NNC(=O)COc1ccc(Br)cc1)NCc1ccccc1
107	1	-4	8	4	8	-1.5	-7	-34	O=C(Nc1ccc(F)cc1)C(Sc1nnc2ccccn12)c1ccccc1 (centres undefined)
.	4	.	1	.	.	-0.3	4	-3	Cc1nnc(NC(=O)c2ccc(N3CCCC3=O)cc2)s1
.	-6	.	-2	.	-3	-2.3	2	-7	CN(C)C(CNC(=O)c1ccccc1OCc1ccc(Cl)cc1)c1ccco1 (centres undefined)
.	-1	.	5	.	-2	-1.2	7	-9	Cc1cn2c(=O)c(C(=O)N3CCN(c4ccccc4Cl)CC3)cnc2s1
98	-1	-3	12	24	4	0.3	1	-14	COCCCN1C(=O)C(=O)/C(=C(/O)c2ccc(OC)cc2)C1c1cccc(OC)c1 (centres undefined)
102	-5	0	11	10	0	-1.3	-2	1	O=C1c2ccccc2S(=O)(=O)N1CCOc1ccccc1
103	1	-22	2	1	0	-1.4	4	5	CSc1ncccc1C(=O)OCC(=O)N(CC(C)C)C1CCS(=O)(=O)C1 (centres undefined)
.	-1	.	-5	.	3	0.7	-6	13	Cc1ccc(CNC(=O)c2ccc(Cl)c(S(=O)(=O)N3CCCCC3)c2)cc1
.	-2	.	4	.	0	-0.1	2	1	O=C(Nc1ccc(N2CCOCC2)cc1)c1ccc(Cl)cc1N1CCCC1=O
100	5	0	-3	44	2	-3.1	8	3	COc1ccc(CCNC(=O)CCn2c(=O)c3cccn3c3ccc(F)cc32)c(OC)c1OC
94	-4	-1	5	24	0	3.4	4	2	Cc1nc2ccccc2nc(=O)c1NNc1ccc([N+](=O)[O-])cc1
85	1	-7	2	-2	4	1.0	5	8	O=C1CN(C(=O)NCC(=O)N2CCCC2)c2ccccc2N1
.	-4	.	-4	.	.	-0.2	-1	7	COc1ccc(C(=O)N2CCN(c3cccc(C)c3C)CC2)cc1S(=O)(=O)NC1CC1
97	-4	-11	7	38	-9	-0.9	1	10	COCc1ccc(C(=O)N2CCCC(C(=O)c3ccc(SC)cc3)C2)s1 (centres undefined)
106	-11	-10	-4	35	-2	-0.3	4	6	O=C(Nc1ccncc1)c1ccc(Br)cc1
102	3	9	2	-8	6	2.3	-5	-13	Cc1ccc(C(=O)OCC(=O)NC(C)C)cc1S(=O)(=O)N1CCOCC1
100	-5	-2	5	-6	4	2.8	4	-26	CN(C)/C=C/C(=O)/C=C/c1cn(-c2ncc(C(F)(F)F)cc2Cl)c2ccccc12
104	-4	1	3	14	3	1.0	1	-30	CC(C)(C)C1=NN(C(=O)c2ccccc2)C(O)(C(C)(C)C)C1 (centres undefined)
105	-10	-13	-4	29	-2	-2.9	5	-1	CCn1c(=O)c2cc(C(=O)NCCN(C)C)sc2c2ccccc21
105	-3	-4	4	4	0	3.1	1	33	COc1ccc(/C=C2\C(=O)c3ccccc3OC2c2ccccc2)cc1 (centres undefined)
.	-9	.	4	.	.	3.5	.	-11	CC(=O)NC(c1ccc(N(C)C)cc1)c1cc(Cl)c2cccnc2c1O (centres undefined)
109	-2	6	3	-18	-3	-0.3	-4	3	COc1ccccc1NC(=O)C1CCCN(c2cc(C)nc3ncnn23)C1 (centres undefined)
131*	-2	6	-6	6	1	-0.3	3	-42	O=C(Nc1cccc(C(F)(F)F)c1)C(SCCO)c1ccccc1 (centres undefined)
98	-1	-2	4	-5	-2	0.9	0	1	CSCCC(NC(=O)c1ccc(Cl)cc1)C(=O)OCC(=O)c1ccc[nH]1 (centres undefined)
92	-7	4	2	9	0	-1.4	6	-12	O=C(CCl)Nc1cccc2ncccc12
100	-4	-9	-4	44	-6	-0.4	5	14	CC(C)(C)CN1C(N)=NC[C@H]1Cc1ccc(O)cc1
.	-5	-12	-1	1	8	-0.7	0	1	Cc1sc2ncnc(NCc3ccco3)c2c1C
104	-9	-3	2	28	3	-3.2	-1	-10	COc1ccc(N(CC(=O)NCc2ccc(F)cc2)C(=O)CCC(=O)Nc2ccccn2)cc1
.	-2	.	-4	.	-4	1.0	1	-10	O=C1CCC(C(=O)OC(C(=O)Nc2cc(Cl)cc(Cl)c2)c2ccccc2)=NN1 (centres undefined)
102	.	-6	3	11	1	-0.3	4	-12	CCCc1cc(C(=O)O)c2ccccc2n1
97	-2	4	3	7	4	0.7	4	1	O=C(c1ccc2nc(Cc3ccccc3F)oc2c1)N1CC[C@H](O)C1
95	-6	-9	1	14	7	-0.2	6	102*	CCCCOC(=O)c1ccc(NC(c2ccc(C)cc2)P(=O)(OC)OC)cc1 (centres undefined)
.	-6	.	-4	.	2	-1.8	1	-18	O=C(CC1C(=O)Nc2ccccc2N1CC(=O)N1CCCC1)Nc1ccc(Br)cc1 (centres undefined)
98	.	0	-30	2	-10	4.2	-2	-2	Cc1nn(-c2nc3ccccc3s2)c(C)c1Oc1ccccc1O
105	-8	-6	-1	46	1	-1.1	5	6	Cc1cc(C)cc(N2C(=O)C3CCCN3C2=S)c1 (centres undefined)
97	2	-9	4	30	3	-1.3	3	-2	CCCCC(=O)Nc1nnc(C2=COCCO2)o1
106	1	14	-2	20	3	-0.2	0	-9	Cc1ccc(NC(=O)NCC2CCN(Cc3cccc(Cl)c3)CC2)c(Cl)c1
109	-6	7	-13	-4	1	15	-5	-22	Cc1ccc(NS(=O)(=O)c2ccc(C(=O)N3CCN(c4ncccn4)CC3)cc2)cc1
.	-7	.	3	.	.	-1.8	.	-4	COc1cccc(-c2nnn(CC(=O)N(C3CCCCC3)C3CCS(=O)(=O)C3)n2)c1 (centres undefined)

# Source: PubChem BioAssay (several laboratories)
